H69AR inhibit – blocks growth of human H69AR lung tumor cells | 85,000 tested, 6% active | AID 598 | viability, % at 10 µM | H69AR lung tumor viability, ATP luminescence, 72 h; stronger effect = lower value;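 active = viability at or below 40%; inactive = viability above 40%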;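 note: multidrug resistant small cell line overexpressing MRP-1 efflux transporter; 100% = mean luminescence of untreated control wells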
S1P2 antag – antagonists of human S1P2 receptor. O95136. cell-based S1P2 antagonist assay, inhibition at 5 uM. inhibition, % at 5 µM. 97,000 tested, 0.21% active; in the data active = inhibition above about 45%;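 note: CRE beta-lactamase reporter cells expressing human S1P2 stimulated with S1P; 0% = agonist at EC80 alone and 100% = agonist plus reference antagonist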
Target sequence (O95136 whole entry, looked up): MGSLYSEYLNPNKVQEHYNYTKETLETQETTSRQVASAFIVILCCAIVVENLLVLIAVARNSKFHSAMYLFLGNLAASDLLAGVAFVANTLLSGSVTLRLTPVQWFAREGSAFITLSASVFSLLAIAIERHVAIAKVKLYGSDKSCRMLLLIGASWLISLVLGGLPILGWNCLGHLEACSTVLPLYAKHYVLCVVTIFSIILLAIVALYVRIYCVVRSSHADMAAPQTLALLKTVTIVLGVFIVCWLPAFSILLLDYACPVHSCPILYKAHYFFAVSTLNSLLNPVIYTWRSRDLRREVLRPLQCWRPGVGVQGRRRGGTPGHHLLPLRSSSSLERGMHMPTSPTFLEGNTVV
sEH inhibitor – blocks human soluble epoxide hydrolase activity. inhibition, % at 2 µM. 91,000 tested, 0.34% active. AID 707. recombinant human sEH enzymatic activity assay. P34913; in the data active = inhibition above about 80%; note: values of inactives mirror those of a sister screen read the other way; many of its hits are not listed in these tables
Target sequence (P34913 whole entry, looked up): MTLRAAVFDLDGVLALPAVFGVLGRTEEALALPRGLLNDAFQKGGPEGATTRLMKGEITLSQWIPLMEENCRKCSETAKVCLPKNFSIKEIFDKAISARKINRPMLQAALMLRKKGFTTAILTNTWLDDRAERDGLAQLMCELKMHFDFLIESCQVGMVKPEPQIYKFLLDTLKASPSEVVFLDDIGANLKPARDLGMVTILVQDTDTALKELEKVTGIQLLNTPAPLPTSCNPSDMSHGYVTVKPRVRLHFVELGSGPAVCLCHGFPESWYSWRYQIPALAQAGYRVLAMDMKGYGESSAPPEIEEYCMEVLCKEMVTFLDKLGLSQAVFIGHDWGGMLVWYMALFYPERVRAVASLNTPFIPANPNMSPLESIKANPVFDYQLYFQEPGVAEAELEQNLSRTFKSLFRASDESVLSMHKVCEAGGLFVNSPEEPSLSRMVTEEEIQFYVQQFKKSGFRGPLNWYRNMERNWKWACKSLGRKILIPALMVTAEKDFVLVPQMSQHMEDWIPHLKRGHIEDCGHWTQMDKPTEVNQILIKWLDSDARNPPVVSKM
PTPN22 act – LYP (human) phosphatase activation; activation, % at 2 µM; recombinant LYP, DiFMUP fluorescence; 0 = plate median, 100 = signal doubled; 96,000 tested, 0.11% active; Q9Y2R2;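 active = activation at 2 µM above a set limit, the mean plus 5 SD, cut at about 37% in these data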
PostGolgi ctrl – inhibits growth of the yeast control strain. efflux-deficient yeast background strain, growth absorbance A615, 16 h. 98,000 tested, 5% active. inhibition, % at 10 µM; in the data active = inhibition above about 30%
sEH act – soluble epoxide hydrolase (human) activation | purified human sEH enzymatic activity, activator screen | activation, % at 2 µM | 91,000 tested, 0.04% active | AID 717; in the data active = activation above about 37%; note: values of inactives mirror those of a sister screen read the other way
Lung fibro prol – blocks proliferation of human lung fibroblasts | LL 47 human lung fibroblast viability, ATP luminescence; stronger effect = lower value | viability, % at 10 µM | 85,000 tested, 1.1% active;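 active = viability at or below 50% in the single dose screen; inactive = viability above 50%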;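 note: compound exposure lasted 72 h before the ATP readout; 100% = median luminescence of untreated cell-only wells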
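Material: Human LL 47 lung fibroblast cells | Input: 1,150 cells/well | Buffer or medium: IMEM plus 15% FBS | Compound dosing: 0.1% DMSO in all compound wells | Times: Overnight cell rest, 72 h compound treatment at 37 °C | Signal: CellTiter-Glo luminescence measuring cellular ATP | Measure: % viability versus median cells-only luminescence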
HUVEC inhibit – inhibitors of human endothelial cell proliferation. HUVEC proliferation, CellTiter-Glo luminescence, 72 h; stronger effect = lower value. viability, % at 10 µM (by protocol). 86,000 tested, 1.1% active. AID 648;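 active = viability at or below 30%; inactive = viability above 30%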;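 note: 100% = median luminescence of DMSO-only cell control wells on each plate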
S1P2 agonist – agonists of human S1P2 receptor | O95136 | S1P2-expressing cell line, agonist reporter read-out | activation, % at 4.5 µM | 97,000 tested, 0.46% active | AID 729; in the data active = activation above about 16%;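 note: 0% = vehicle low control and 100% = maximal reference agonist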
Active calls of the source: *; · = not tested or not shown. A portion of the library. The share of hits here may be higher or lower than overall.

1) Cc1ccc(-c2csc(NC(=O)c3ccc(-c4ccccc4)cc3)n2)o1
2) Cn1cc(CC(=O)N2CCN(c3ccccc3F)CC2)c2ccccc21
3) O=C(c1ccc(F)cc1)C1CCN(C(=O)NCc2ccccc2)CC1
4) O=C(CSc1ccc(Cl)cc1)N1CCN(c2c(Cl)cccc2[N+](=O)[O-])CC1
5) Cc1sc2ncnc(SCC(=O)NNC(=O)COc3cccc4ccccc34)c2c1C
6) CC(C)C(=O)Nc1nnc(SCC(=O)NCc2cccs2)s1
7) COc1cccc(S(=O)(=O)N2CCOCC2)c1
8) CCOC(=O)C(=CNc1cc(C)ccc1C)C(=O)OCC
assay / entry	1	2	3	4	5	6	7	8
PTPN22 act	-6	-4	12	3	-9	3	-10	-10
S1P2 antag	-8	-9	-6	-14	15	-8	-13	7
PostGolgi ctrl	7	6	-10	29	11	7	-13	18
S1P2 agonist	-3	-3	-3	-3	-6	-1	3	-6
Lung fibro prol	102	99	·	·	·	101	98	·
sEH inhibitor	-3	-1	14	-4	6	-8	-4	0
sEH act	2	-2	-12	9	-5	8	2	3
H69AR inhibit	66	86	·	·	·	103	93	·
HUVEC inhibit	90	93	·	·	·	100	93	·

Profiles, quoted from the list. Values in the order: PTPN22 act | S1P2 antag | PostGolgi ctrl | S1P2 agonist | Lung fibro prol | sEH inhibitor | sEH act | H69AR inhibit | HUVEC inhibit
COc1cccc(S(=O)(=O)N2CCOCC2)c1 is entered as -10 | -13 | -13 | 3 | 98 | -4 | 2 | 93 | 93
O=C(CSc1ccc(Cl)cc1)N1CCN(c2c(Cl)cccc2[N+](=O)[O-])CC1 is entered as 3 | -14 | 29 | -3 | · | -4 | 9 | · | ·
Cn1cc(CC(=O)N2CCN(c3ccccc3F)CC2)c2ccccc21 is entered as -4 | -9 | 6 | -3 | 99 | -1 | -2 | 86 | 93
O=C(c1ccc(F)cc1)C1CCN(C(=O)NCc2ccccc2)CC1 is entered as 12 | -6 | -10 | -3 | · | 14 | -12 | · | ·

Next section:
9) O=C(CN(c1ccccc1F)S(=O)(=O)c1ccccc1)N1CCCCCC1
10) COc1ccc(C(=O)NCC(C)CN(C)C)cc1 (configuration not stated)
11) CCn1c(C)nc2cc(S(=O)(=O)N3CCCC3)ccc21
12) CCOC(=O)c1cc(NC(=O)c2cccnc2)cc(C(=O)OCC)c1
13) O=C(O)c1ccc(-n2c(-c3ccccc3)n[nH]c2=S)cc1
14) Cc1cccc(C)c1N(CC(=O)Nc1cccc(N(C)S(C)(=O)=O)c1)S(C)(=O)=O
15) CCCC(c1nnnn1C1CCCC1)N1CCN(c2ccccc2F)CC1 (configuration not stated)
16) COc1ccc(C2(C(=O)NCCCN(C)C)CCOCC2)cc1
assay / entry	9	10	11	12	13	14	15	16
PTPN22 act	4	-2	0	-2	0	12	9	-3
S1P2 antag	-21	8	7	0	24	22	-1	7
PostGolgi ctrl	9	10	11	17	2	6	67*	-3
S1P2 agonist	-1	-6	-4	0	-8	-1	-3	-5
Lung fibro prol	103	99	107	104	106	104	94	·
sEH inhibitor	14	0	·	-8	-14	2	6	3
sEH act	-15	1	·	9	14	-3	-5	-3
H69AR inhibit	95	103	96	87	92	90	74	·
HUVEC inhibit	109	93	107	94	110	100	106	·

Four records drawn at random from the list so far:
15) CCCC(c1nnnn1C1CCCC1)N1CCN(c2ccccc2F)CC1 (configuration not stated)
11) CCn1c(C)nc2cc(S(=O)(=O)N3CCCC3)ccc21
14) Cc1cccc(C)c1N(CC(=O)Nc1cccc(N(C)S(C)(=O)=O)c1)S(C)(=O)=O
10) COc1ccc(C(=O)NCC(C)CN(C)C)cc1 (configuration not stated)
assay / entry	15	11	14	10
PTPN22 act	9	0	12	-2
S1P2 antag	-1	7	22	8
PostGolgi ctrl	67*	11	6	10
S1P2 agonist	-3	-4	-1	-6
Lung fibro prol	94	107	104	99
sEH inhibitor	6	·	2	0
sEH act	-5	·	-3	1
H69AR inhibit	74	96	90	103
HUVEC inhibit	106	107	100	93

Remaining list, next part.
17) Cc1ccc(S(=O)(=O)NC(=O)COc2ccccc2C(N)=O)cc1
18) Cc1ccc(NC(=O)C2CCCN(S(=O)(=O)c3c(C)noc3C)C2)nc1 (configuration not stated)
19) Cc1nc(NC(=O)c2ccc(Cl)cc2)sc1-c1csc(Nc2cccc(F)c2)n1
20) O=C(CCCCCN1C(=O)CCC1=O)Nc1ccc2c(c1)OCCO2
21) COCc1cc(=O)n2[nH]c(-c3ccsc3-n3c(C)ccc3C)cc2n1
22) COc1ccc(Br)cc1CNC(=O)CCc1nc(-c2ccccc2F)no1
23) Cc1cc(NC(=O)Cn2c(=O)n(Cc3ccccc3)c(=O)c3ccccc32)no1
24) O=C(NC1CCCCC1)C(c1ccc2ncccc2c1)N(Cc1ccc2c(c1)OCO2)C(=O)c1cccs1 (configuration not stated)
assay / entry	17	18	19	20	21	22	23	24
PTPN22 act	-13	-5	-2	6	-9	0	1	-9
S1P2 antag	0	12	17	10	-6	-4	11	0
PostGolgi ctrl	25	2	8	12	5	28	-2	-7
S1P2 agonist	-3	-6	-7	-6	-2	0	-1	-6
Lung fibro prol	100	·	·	94	99	95	·	·
sEH inhibitor	-11	6	52	15	4	12	·	-6
sEH act	14	-4	-53	-14	-4	-11	·	8
H69AR inhibit	95	·	·	88	90	98	·	·
HUVEC inhibit	113	·	·	95	75	100	·	·

25) COC(=O)c1ccccc1NS(=O)(=O)c1ccc(F)cc1
26) COc1ccc(-c2nnc3sc(-c4cccs4)nn23)cc1OC
27) COc1cccc(NC(=O)CC2SC(=Nc3ccccc3)NC2=O)c1 (configuration not stated)
28) CCCOc1ccc2ccccc2c1/C=N/n1cnnc1
29) COc1cc(S(=O)(=O)N2CCN(c3ccccc3)CC2)ccc1Cl
30) CCSc1cc(C2C(C(=O)OC)=C(C)NC3=C2C(=O)CCC3)c(C)o1 (configuration not stated)
31) Cc1cc(/C=N/NC(=O)C(=O)N2CCCC2)c(C)n1-c1cccc(Br)c1
32) COc1ccc(C2=Nn3c(nnc3-c3ccccn3)SC2)cc1
assay / entry	25	26	27	28	29	30	31	32
PTPN22 act	2	13	-3	1	0	-2	-5	-6
S1P2 antag	3	-28	-34	-12	20	5	2	-3
PostGolgi ctrl	5	17	-6	22	19	-9	5	24
S1P2 agonist	-4	6	-2	-6	-8	-4	-6	-6
Lung fibro prol	95	101	103	·	93	·	·	88
sEH inhibitor	9	0	-4	3	4	2	-2	-4
sEH act	-6	1	6	-1	-3	-3	4	4
H69AR inhibit	91	55	90	·	112	·	·	24*
HUVEC inhibit	97	84	104	·	94	·	·	82

33) S=C1NCCOCCOCCOCCOCCN1
34) CCOC(=O)C1CCCN(C(=O)C2CCN(S(=O)(=O)c3cnc[nH]3)CC2)C1 (configuration not stated)
35) COc1ccc2[nH]c3c(N4CCC(O)(c5cccc(C(F)(F)F)c5)CC4)ncnc3c2c1
36) COc1cccc(-c2nnc3sc(-c4ccc(C)cc4)nn23)c1
37) Cc1ccc(OCCCOc2cccc3cccnc23)cc1C
38) COc1cc(C)c(Cl)cc1S(=O)(=O)n1ccnc1C
39) C(=C\c1ccccc1)/CSc1nnc(-c2cccnc2)o1
40) CCc1nnc(NC(=O)CN2C(=O)c3ccccc3S2(=O)=O)s1
assay / entry	33	34	35	36	37	38	39	40
PTPN22 act	0	·	5	-7	-10	-5	1	-1
S1P2 antag	1	·	1	3	-4	5	5	9
PostGolgi ctrl	-2	1	6	3	29	3	33*	1
S1P2 agonist	-7	·	-10	-2	-6	-4	-3	-8
Lung fibro prol	95	99	·	·	·	106	·	90
sEH inhibitor	-9	·	0	0	-3	-12	-7	1
sEH act	11	·	1	2	2	6	7	2
H69AR inhibit	101	96	·	·	·	98	·	105
HUVEC inhibit	97	96	·	·	·	103	·	101

41) O=C1CC(Sc2nnc(-c3ccccc3)o2)C(=O)N1c1ccccc1 (configuration not stated)
42) O=C(O)CSc1nnc(-c2ccncc2)n1C1CCCCC1
43) CCOC(=O)C1CCN(Cc2cn[nH]c2-c2ccccc2)CC1
44) COc1ccc(NC(=O)CC(C)(C)C)c([N+](=O)[O-])c1
45) CCOCCCN1CC(C(=O)NCCc2ccccc2)CC1=O (configuration not stated)
46) O=C(CCC1CCCC1)N1CCC(N2CCN(c3ccccc3)CC2)CC1
47) O=C(Cc1ncc(C(F)(F)F)cc1Cl)N1CCN(c2cccc(Cl)c2)CC1
48) CCCn1c(C)cc(C(=O)COC(=O)c2ccc(Cl)c(S(=O)(=O)N3CCCC3)c2)c1C
assay / entry	41	42	43	44	45	46	47	48
PTPN22 act	-2	10	-11	3	-3	6	8	·
S1P2 antag	-2	1	4	-7	26	-5	1	·
PostGolgi ctrl	-7	1	10	9	3	11	28	10
S1P2 agonist	-5	-4	-4	-1	-5	-2	-4	·
Lung fibro prol	90	105	97	·	99	94	·	100
sEH inhibitor	17	-23	3	-3	3	·	-11	·
sEH act	-13	25	-1	4	-4	·	13	·
H69AR inhibit	1.8*	93	89	·	107	72	·	76
HUVEC inhibit	106	103	95	·	99	101	·	108

49) Clc1ccc(-c2cn3cccnc3n2)cc1
50) Cc1nn(Cc2ccccc2)c(C)c1NC(=O)CCC(=O)O
51) CCn1c(CC(=O)Nc2ccc(C)c(Cl)c2)nnc1SCc1ccc(Cl)c(Cl)c1
52) Cc1cccc2cc(C(c3nnnn3C(C)(C)C)N(Cc3ccco3)CC3CCCO3)c(=O)[nH]c12 (configuration not stated)
53) CCOC(=O)Nc1cc(Br)c2c(c1)OCCO2
54) O=S(=O)(NCC(c1cccnc1)N1CCN(c2ccccc2F)CC1)c1cccs1 (configuration not stated)
55) Cc1cc(C)c(CSc2ncc(-c3ccc([N+](=O)[O-])cc3)[nH]2)c(C)c1
56) COc1ccc2cc(CN(CCCN3CCOCC3)Cc3nnnn3C3CCCCC3)c(=O)[nH]c2c1
assay / entry	49	50	51	52	53	54	55	56
PTPN22 act	12	0	-2	4	·	4	0	-4
S1P2 antag	-30	-11	3	-21	·	8	12	-9
PostGolgi ctrl	2	5	1	10	8	35*	49*	6
S1P2 agonist	0	-1	-6	-3	·	-3	-4	-7
Lung fibro prol	106	104	·	96	103	91	·	95
sEH inhibitor	-14	-10	12	9	·	-17	-9	0
sEH act	15	12	-12	-8	·	15	8	0
H69AR inhibit	90	111	·	88	95	82	·	91
HUVEC inhibit	100	99	·	100	85	101	·	101

57) CC(C)N1C2OC(C3OC4C(O3)N(C(C)C)S(=O)(=O)N4C(C)C)OC2N(C(C)C)S1(=O)=O (configuration not stated)
58) CCCOC(=O)CSC1=C(C#N)C(c2ccccc2Cl)CC(=O)N1 (configuration not stated)
59) CCCCc1nc(S(=O)(=O)c2ccc(Cl)cc2)c(N2CCOCC2)o1
60) COCC(C)n1c(C)cc(C(=O)CSc2nnc(N)s2)c1C (configuration not stated)
61) COC(=O)c1cn(C)c2ccc(S(=O)(=O)N3CCCCC3)cc2c1=O
62) O=C(COC(=O)c1cc(S(=O)(=O)N2CCOCC2)cs1)c1ccccc1
63) O=C(CSc1nnc(-c2ccc(NS(=O)(=O)c3ccccc3)cc2)o1)NCC1CCCO1 (configuration not stated)
64) Cc1ccccc1OCC1CN(CN2CCOCC2)C(=O)O1 (configuration not stated)
65) C=CCn1c(=O)/c(=C/c2cc(OC)c(OC)c(OC)c2)s/c1=C(/C#N)c1nc2ccccc2n1C
assay / entry	57	58	59	60	61	62	63	64	65
PTPN22 act	-2	-7	-6	-6	3	3	0	8	·
S1P2 antag	21	-1	14	-4	12	3	-3	13	·
PostGolgi ctrl	96*	25	·	2	4	10	2	3	3
S1P2 agonist	-2	-5	-6	-3	-12	-3	0	-1	·
Lung fibro prol	106	88	99	99	109	98	91	108	55
sEH inhibitor	-6	-2	6	-1	·	8	13	-15	·
sEH act	4	4	-1	0	·	-10	-14	14	·
H69AR inhibit	110	77	98	100	97	106	71	96	10*
HUVEC inhibit	100	83	104	86	91	104	95	68	50

Bioassay records deposited in PubChem by several laboratories.
